Compound activity as filed in PubChem.
KLK7 zymogen act = activates the human kallikrein-7 zymogen; P49862; purified proKLK7, EDANS-DABCYL substrate fluorescence; 100% is mature enzyme control, 0% vehicle; activation, % at 7 µM; 370,000 compounds, 0.9% hits;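 active = activation above the mean of all tested compounds plus 3 SD, computed per campaign excluding outliers beyond control limits, cut at about 13% in these data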
Tn7 DDE FP = DD(E)-Tn7 binding inhibition, primary FP screen. P02675. FP displacement of FITC-Tn7 peptide from fibrin DD(E); 0% = median of compound wells per plate. inhibition, % at 8.3 µM. 370,000 compounds, 0.13% hits. AID 720508;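 active = inhibition above the mean of compounds falling within the control limits plus 3 SD of them, cut at about 14% in these data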;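 also: 0% = plate median of compound wells and 100% = 10 µM Aha-Tn7 peptide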
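Assay system: human fibrin DD(E) protein / Input: 2 µM fibrin DD(E) / Benchmarks: high control of 10 µM Aha-Tn7 peptide / Measured by: fluorescence polarization of the labelled Tn7 tracer / Medium: Tris buffer with calcium and detergent, pH 7.8 / Timing: 10 min compound pre-incubation, 3 h probe incubation at room temperature / Repeats: one replicate per compound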
ARFGAP1 inh = rat ARFGAP1 inhibition | Arfgap1-stimulated ARF1 GTP hydrolysis, GDP FP detection | inhibition, % at 16.5 µM | Q62848 | 360,000 compounds, 0.26% hits;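 active = inhibition above a per-plate limit, mean inhibition of low control wells plus 3 SD, cut at about 25% in these data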;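 also: 0% = DMSO wells with enzyme and 100% = wells lacking Arfgap1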
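System: truncated rat Arfgap1 GAP domain / Medium: HEPES-based buffer, pH 7.5 / Also added: N-terminally truncated human ARF1-GTP substrate / Incubation: enzyme reaction 120 min at 25 °C after 20 min preincubation / Measured by: FP of antibody-bound GDP Alexa 633 tracer, ex 620/em 688 nm / Replicates: singlicate, each compound tested once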
UHRF1 MBD2 ctr = human UHRF1 methylated DNA binding inhibitors | AID 687016 | UHRF1 binding to methylated oligo, TR-FRET | Q96T88 | 370,000 compounds, 0.75% hits | inhibition, % at 4.4 µM; in the data active = inhibition above about 21%;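 also: UHRF1 SRA domain binding a hemimethylated CpG hairpin DNA probe; 0% = median of test compound wells and 100% = reference inhibitor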
HGIII-sPLA2 inh = Inhibits HGIII-sPLA2 liposome hydrolysis, primary screen; QFRET BODIPY PC-A2 liposome hydrolysis, fluorescence; inhibition, % at 12.2 µM; 370,000 compounds, 0.56% hits; AID 743126;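 active = inhibition above mean plus 3 SD of compounds lying within the high and low control bounds, cut at about 19% in these data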;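 also: 0% = median of test compound wells and 100% = no enzyme DMSO wells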
Rev-erbA mod = modulators of human Rev-erb alpha DNA binding. P20393. Rev-erbα–FITC-DNA binding, fluorescence polarization, 90 min. activity, % at 10 µM. 370,000 compounds, 0.79% hits. AID 1259318;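 active = activity above about 14%, limit read from the data; passing the limit was not always enough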;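 also: 0% = DMSO wells with 35 nM protein and 100% = DMSO wells with 750 nM protein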
Tn6 DDE FP = DD(E)-Tn6 binding inhibition, primary FP screen. P02675. 370,000 compounds, 0.21% hits. inhibition, % at 8.3 µM. AID 720509. Fibrin DD(E) TRITC-Tn6 fluorescence polarization displacement;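 active = inhibition above a per-campaign cutoff: mean of compounds within control limits plus 3 SD, cut at about 15% in these data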;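 also: 0% = median of all compound wells on the plate and 100% = blocking peptide control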
PLCb3 inh = PLC-beta3 (human) inhibition, primary screen; 370,000 compounds, 0.18% hits; Q01970; inhibition, % at 12.2 µM; Purified PLC-beta3, fluorogenic substrate, fluorescence; in the data active = inhibition above about 11%;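 also: 0% = median of compound wells on plate and 100% = full blocker control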
Target sequence (Q01970 whole entry, looked up): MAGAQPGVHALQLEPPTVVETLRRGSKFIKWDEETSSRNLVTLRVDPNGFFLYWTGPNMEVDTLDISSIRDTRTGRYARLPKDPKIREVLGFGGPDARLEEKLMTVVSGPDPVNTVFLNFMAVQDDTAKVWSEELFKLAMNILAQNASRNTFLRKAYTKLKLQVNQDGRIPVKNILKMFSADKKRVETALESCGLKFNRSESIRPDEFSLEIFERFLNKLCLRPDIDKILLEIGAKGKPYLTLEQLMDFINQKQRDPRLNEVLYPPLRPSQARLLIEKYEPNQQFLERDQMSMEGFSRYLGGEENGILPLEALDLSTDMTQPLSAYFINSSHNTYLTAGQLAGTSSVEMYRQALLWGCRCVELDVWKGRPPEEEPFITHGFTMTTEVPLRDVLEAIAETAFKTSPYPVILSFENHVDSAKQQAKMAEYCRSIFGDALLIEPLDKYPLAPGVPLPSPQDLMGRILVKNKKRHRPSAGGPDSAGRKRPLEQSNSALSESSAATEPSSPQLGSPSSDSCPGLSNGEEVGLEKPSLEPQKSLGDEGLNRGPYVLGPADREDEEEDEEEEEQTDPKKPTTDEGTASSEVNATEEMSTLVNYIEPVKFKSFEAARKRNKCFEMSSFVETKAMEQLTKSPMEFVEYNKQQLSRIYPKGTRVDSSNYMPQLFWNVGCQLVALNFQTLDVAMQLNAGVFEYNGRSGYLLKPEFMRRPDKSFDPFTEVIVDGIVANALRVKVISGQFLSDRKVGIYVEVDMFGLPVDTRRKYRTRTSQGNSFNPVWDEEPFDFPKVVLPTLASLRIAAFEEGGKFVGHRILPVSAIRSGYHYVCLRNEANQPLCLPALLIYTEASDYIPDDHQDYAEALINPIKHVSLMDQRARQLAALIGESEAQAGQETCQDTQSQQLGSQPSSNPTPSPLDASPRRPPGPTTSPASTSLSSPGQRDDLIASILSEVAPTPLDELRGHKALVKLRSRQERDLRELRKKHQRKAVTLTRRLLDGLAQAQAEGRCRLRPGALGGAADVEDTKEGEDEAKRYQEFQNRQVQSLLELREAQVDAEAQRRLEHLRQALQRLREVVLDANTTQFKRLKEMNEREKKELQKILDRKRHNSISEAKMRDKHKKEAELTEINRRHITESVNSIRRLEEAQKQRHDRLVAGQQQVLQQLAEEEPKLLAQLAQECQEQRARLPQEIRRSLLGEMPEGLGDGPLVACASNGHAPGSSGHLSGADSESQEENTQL
PLC-gamma1 inh = PLC-gamma1 (human) inhibition, primary screen; purified PLC-gamma1, fluorogenic substrate, fluorescence; inhibition, % at 12.2 µM; 370,000 compounds, 0.84% hits; AID 720700; in the data active = inhibition above about 9.5%
ASAP1 GAP inh = inhibitors of human ASAP1 ArfGAP activity; Q9ULH1; ASAP1-stimulated ARF1 GTP hydrolysis, GDP FP detection; inhibition, % at 16.5 µM; 360,000 compounds, 0.19% hits; AID 624377; in the data active = inhibition above about 25%;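 also: 0% = vehicle with enzyme and substrate and 100% = no enzyme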
* = called active by the depositor; nt = no result given. Compounds as they come; any-hit rate near 4.5%.

KLK7 zymogen act	ARFGAP1 inh	Rev-erbA mod	Tn6 DDE FP	ASAP1 GAP inh	HGIII-sPLA2 inh	Tn7 DDE FP	PLC-gamma1 inh	UHRF1 MBD2 ctr	PLCb3 inh	SMILES
0.7	-2	6	-2	19	0	0	-11	0	-13	CCc1nc(-n2[nH]c(=O)c3ccccc3c2=O)c2c3c(sc2n1)CCCC3
-0.4	-3	1	4	-5	2	4	2	0	-1	CCc1ccc(OCC(=O)N(C)CCC#N)c(Br)c1
0.4	-2	1	3	3	-2	-5	-1	-2	2	CC1(C)CC(=O)C(C=NCCCO)=C(O)C1
-9.2	4	-1	-7	4	-36	-1	-302	2	-417	Cc1ccc(-c2nc3cccnc3s2)cc1NS(=O)(=O)c1ccc2c(c1)CCCC2
-0.2	-4	-3	4	1	5	3	-7	1	-11	COc1ccccc1-c1cc(C(=O)NCCN2CCOCC2)no1
0.4	6	7	-6	9	-24	5	-4	-3	-3	COc1ccc(-c2ccc(CCC(=O)O)n2NC(=O)c2ccc(C(C)(C)C)cc2)cc1
-0.2	0	2	-6	-2	0	0	5	0	-1	CCOC(=O)C1CCN(C(=O)c2cccnc2Oc2ccc(Cl)cc2)CC1
0.2	9	1	7	4	0	-2	-1	-2	-9	COc1ccc(N2CCN(C(=O)c3ccc(COc4ccc([N+](=O)[O-])cc4)o3)CC2)cc1
0.0	7	-1	9	-15	18	-5	-3	-1	-5	O=C1C(=O)c2ccccc2C(O)=C1CC=C(Cl)Cl
3.6	12	-4	-4	1	-11	3	-71	-2	-106	CN1C2C=C3C(C#N)=C(N)C(C#N)(C#N)[C@H](c4c(F)cccc4F)[C@H]3C1CC2 (some centres not stated)

Sorted by the number under HGIII-sPLA2 inh (highest first): three from the list above.
KLK7 zymogen act	ARFGAP1 inh	Rev-erbA mod	Tn6 DDE FP	ASAP1 GAP inh	HGIII-sPLA2 inh	Tn7 DDE FP	PLC-gamma1 inh	UHRF1 MBD2 ctr	PLCb3 inh	SMILES
0.0	7	-1	9	-15	18	-5	-3	-1	-5	O=C1C(=O)c2ccccc2C(O)=C1CC=C(Cl)Cl
-0.2	0	2	-6	-2	0	0	5	0	-1	CCOC(=O)C1CCN(C(=O)c2cccnc2Oc2ccc(Cl)cc2)CC1
-9.2	4	-1	-7	4	-36	-1	-302	2	-417	Cc1ccc(-c2nc3cccnc3s2)cc1NS(=O)(=O)c1ccc2c(c1)CCCC2

Next results
KLK7 zymogen act	ARFGAP1 inh	Rev-erbA mod	Tn6 DDE FP	ASAP1 GAP inh	HGIII-sPLA2 inh	Tn7 DDE FP	PLC-gamma1 inh	UHRF1 MBD2 ctr	PLCb3 inh	SMILES
0.0	3	-2	0	-6	7	8	-3	-2	5	Cc1cccc(-n2c(CNC(=O)c3ccc(S(=O)(=O)N4CCCC4)cc3)n[nH]c2=S)c1
0.1	-11	0	17*	0	-10	-1	1	-1	0	CCC1(C)CC(CCN(Cc2ccco2)C(C)=O)(c2ccccc2)CCO1 (configuration not stated)
-0.1	15	-2	7	4	4	3	0	9	-4	CCc1cccc(C)c1NC(=O)CC1Oc2ccc(C)cc2NC1=O (configuration not stated)
0.3	nt	0	-4	nt	-1	4	-3	1	-1	CC(=O)N1[C@H](CO)[C@@H](c2ccccc2)[C@@H]1CN(C(=O)c1ccc(F)cc1)C(C)C
0.2	2	-3	4	1	9	5	0	-4	-9	O=C(Cn1c(=O)n(-c2cccc(C(F)(F)F)c2)c(=O)c2sccc21)NCC1CCCO1 (configuration not stated)
-0.1	-16	-4	-3	11	-5	-3	0	82*	-29	O=C(CCCN1C(=O)/C(=C/c2ccco2)SC1=S)Nc1ccccc1C(=O)O
0.2	8	6	1	-5	3	6	5	0	6	CCC(=O)N1CCC1(C)C(=O)Nc1cccc2c1CCCC2 (configuration not stated)
0.0	-8	-3	8	-9	-7	4	2	-4	-2	CC(C)c1nnc(-c2ccc(Cl)cc2)c(N(C)C)n1
0.6	0	2	-2	12	7	-1	2	1	-9	Cc1cc(C)cc(N(C(=O)c2csnn2)C(C(=O)NC2CCCCC2)c2ccncc2)c1 (configuration not stated)
0.4	5	1	-1	4	13	1	2	4	-4	COc1cc(NC(=O)CSc2nc3ccccc3n2-c2ccccc2)c(C)cc1[N+](=O)[O-]
0.3	-5	-9	-5	5	-2	3	3	1	-2	CC1CC(C)CN(C(=O)C2CCN(S(=O)(=O)c3c(Cl)cccc3Cl)CC2)C1 (configuration not stated)
0.3	-10	6	2	6	-13	9	-1	-3	-5	Nc1ncc(Br)cc1S(=O)(=O)Nc1ccccc1F
0.8	-14	0	4	-6	1	-2	-16	-1	-15	O=C(N/N=C/c1ccco1)c1cc(=O)[nH]c2ccccc12
0.5	-1	2	3	-4	5	8	-1	1	-2	CCOP(=O)(OCC)C(NCc1ccccc1)c1ccc(Br)cc1 (configuration not stated)
-0.1	6	-4	6	5	4	-6	4	6	-77	NC(=O)[C@@H]1CC2(CC(c3cccc(NC(=O)[C@H]4CCC(=O)N4)c3)=NO2)CN1C(=O)COc1ccc(Cl)cc1 (some centres not stated)
-0.5	-3	5	-3	3	9	2	1	1	-6	CSc1c(-c2ccccn2)c(N)nn1C(=O)C1CC1
0.1	3	1	-2	-4	-4	2	-4	1	-9	CCOC(=O)c1sc(NC(=O)C2=COCCO2)c(C#N)c1C
0.2	7	-3	1	-7	-5	0	6	0	5	C1CC1C(=NN=C(C1CC1)C1CC1)C1CC1
0.9	2	33*	6	-19	-2	5	-70	-2	-93	CCOC(=O)c1cc(-c2ccc3c(c2)OCO3)nc2onc(C)c12
0.1	3	0	2	9	-8	-3	2	0	3	CNC(=O)C1CC(=O)N(Cc2ccc(OC)c(OC)c2)C(=Nc2ccc(OC)cc2)S1 (configuration not stated)
-0.8	-8	2	3	-13	2	-4	2	-1	-7	O=C(NCc1ccc(F)cc1)C1CCCN(S(=O)(=O)c2cccc3nonc23)C1 (configuration not stated)
0.6	1	-5	-9	-2	6	11	1	5	-2	O=C(/C=C/c1ccc([N+](=O)[O-])cc1)NCCN1C(=O)S/C(=C\c2ccc(F)cc2)C1=O
1.0	10	3	-4	10	-8	-8	4	2	3	Cc1cccc(CS(=O)(=O)c2ncc(Cl)c(C(=O)Nc3ccc(F)cc3)n2)c1
-0.4	9	-1	-8	1	7	-1	5	4	5	Cc1cccc(OCC(=O)Nc2nnn(C)n2)c1C
0.2	-1	-6	1	11	7	-8	2	0	2	CCN(CC(=O)Nc1c(F)cccc1F)C(=O)Cc1n[nH]c(=O)c2ccccc12
0.2	5	3	-1	-1	-3	1	-10	-2	-5	O=C(N/N=C\c1ccc([N+](=O)[O-])o1)C1COc2ccccc2O1 (configuration not stated)
0.3	5	-4	7	6	2	2	0	-1	1	CNC(=O)CSc1nnc(SCCC(=O)O)s1
0.1	6	0	-5	0	-4	3	-2	2	-8	CCOC(=O)C1(C)NC(c2cccc(C)c2)C2C(=O)N(c3ccccc3)C(=O)C21 (configuration not stated)
0.3	-5	-2	-1	3	-2	0	0	2	-1	O=C(Nc1ccc(Oc2ccc(Cl)cc2)c(Cl)c1)c1cc(I)cc(I)c1O
0.6	3	-4	0	-5	3	-7	2	-1	0	CN(C)C=NC(=O)c1ccc(N2CCN(c3ncc(C(F)(F)F)cc3Cl)CC2)cc1
0.8	1	-7	4	2	-42	-8	-3	-5	-2	COc1ccc(C(=O)CSc2ccc(-c3ccco3)nn2)cc1
0.5	-6	22*	1	-1	-19	0	-150	2	-149	c1ccc(-c2nc3ccccc3c3nc4ccccc4n23)cc1
-2.0	-10	1	0	-9	-10	9	-85	-8	-117	Cc1ccc2c(c1)CCCN2CC(=O)N(C)c1c(N)n(Cc2ccccc2)c(=O)[nH]c1=O
26*	-10	-3	0	-7	-2	-1	-184	-6	-221	Cc1cccn2c(=O)c3cc(C(=O)NCc4ccco4)c(=N)n(C(C)C)c3nc12

Gathered by group, the compounds so far containing an aryl methoxy group
KLK7 zymogen act	ARFGAP1 inh	Rev-erbA mod	Tn6 DDE FP	ASAP1 GAP inh	HGIII-sPLA2 inh	Tn7 DDE FP	PLC-gamma1 inh	UHRF1 MBD2 ctr	PLCb3 inh	SMILES
-0.2	-4	-3	4	1	5	3	-7	1	-11	COc1ccccc1-c1cc(C(=O)NCCN2CCOCC2)no1
0.4	6	7	-6	9	-24	5	-4	-3	-3	COc1ccc(-c2ccc(CCC(=O)O)n2NC(=O)c2ccc(C(C)(C)C)cc2)cc1
0.2	9	1	7	4	0	-2	-1	-2	-9	COc1ccc(N2CCN(C(=O)c3ccc(COc4ccc([N+](=O)[O-])cc4)o3)CC2)cc1
0.4	5	1	-1	4	13	1	2	4	-4	COc1cc(NC(=O)CSc2nc3ccccc3n2-c2ccccc2)c(C)cc1[N+](=O)[O-]
0.1	3	0	2	9	-8	-3	2	0	3	CNC(=O)C1CC(=O)N(Cc2ccc(OC)c(OC)c2)C(=Nc2ccc(OC)cc2)S1 (configuration not stated)
0.8	1	-7	4	2	-42	-8	-3	-5	-2	COc1ccc(C(=O)CSc2ccc(-c3ccco3)nn2)cc1
